High-throughput results (PubChem)
Vif-APOBEC3F blk – blocks the Vif interaction with APOBEC3F | HeLa A3F-eYFP + Vif (tagged APOBEC3F with the HIV-1 protein that degrades it), YFP fluorescence increase | Potency, µM (top dose mostly 46.1 µM), inactives show at the top dose activity, negative = active | 390,000 compounds, 0.2% hits | AID 602313; note: potency is the fitted concentration of half-maximal effect; % of control where 0% means no effect; nearly all actives have a fitted effect of over 65% in size
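HeLa cells stably expressing Vif plus C-terminally eYFP-tagged A3F were seeded, incubated overnight at 37 deg C, dosed with compound, incubated overnight again at 37 deg C. Yellow fluorescence (Ex 488/Em 500-530) reported blocked Vif-mediated A3F-eYFP degradation.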
RXFP1 ag – RXFP1 (human) receptor agonism; Q9HBX9; HEK293T-RXFP1 cAMP TR-FRET, 30 min; response scale: percent of porcine relaxin response, buffer zero; Potency, µM (series often up to 57.5 µM), for inactives: top-dose activation, hits mostly activators; 370,000 compounds, 0.3% hits; AID 2676; note: potency is the fitted concentration of half-maximal effect; % is set by controls: 0 for no effect and ±100 for the full control effect; nearly all actives have a fitted effect of over 60% in size; many of its hits are not listed in these tables
Target sequence (Q9HBX9 whole entry, looked up): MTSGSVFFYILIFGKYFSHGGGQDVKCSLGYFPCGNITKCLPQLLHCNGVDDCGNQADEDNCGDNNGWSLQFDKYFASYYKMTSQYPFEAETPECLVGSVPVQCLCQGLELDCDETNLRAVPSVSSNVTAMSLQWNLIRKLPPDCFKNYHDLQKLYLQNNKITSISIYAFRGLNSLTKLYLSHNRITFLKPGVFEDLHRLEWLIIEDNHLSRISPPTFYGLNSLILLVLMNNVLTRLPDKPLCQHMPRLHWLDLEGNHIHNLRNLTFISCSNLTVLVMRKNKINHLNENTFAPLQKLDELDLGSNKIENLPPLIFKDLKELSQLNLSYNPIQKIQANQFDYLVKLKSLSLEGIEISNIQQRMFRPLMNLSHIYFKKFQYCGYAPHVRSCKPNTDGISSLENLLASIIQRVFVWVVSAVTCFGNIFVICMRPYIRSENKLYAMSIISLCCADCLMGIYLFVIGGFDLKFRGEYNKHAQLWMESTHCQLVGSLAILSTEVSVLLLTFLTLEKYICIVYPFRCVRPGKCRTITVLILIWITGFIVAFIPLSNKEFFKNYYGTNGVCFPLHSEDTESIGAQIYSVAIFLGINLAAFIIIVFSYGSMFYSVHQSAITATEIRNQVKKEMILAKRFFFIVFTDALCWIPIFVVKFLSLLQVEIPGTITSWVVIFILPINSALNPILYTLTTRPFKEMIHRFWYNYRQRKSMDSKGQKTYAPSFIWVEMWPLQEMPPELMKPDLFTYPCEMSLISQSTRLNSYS
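HEK293T cells stably expressing RXFP1 were pretreated with the PDE4 inhibitor Ro 20174, exposed to compounds for 30 min at 37C, lysed, and cAMP was read by TR-FRET. Data normalized to buffer (basal) and 29 nM porcine relaxin (100%).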
D1 antag – antagonists of human D1 dopamine receptor. HEK293 TREx D1 cells, calcium flux, dopamine EC80; hits give low values. activity change, negative = inhibition, % at 10 µM. 360,000 compounds, 3.2% hits; in the data active = activity change below about -30%; note: % is set by controls: 0 for no effect and ±100 for the full control effect
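Compound effects on dopamine-evoked calcium signalling were measured in tetracycline-induced HEK293 Trex D1 cells. Dopamine at EC80 followed a 180 s compound pre-read, and fluorescence was tracked kinetically for 180 s more.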
Vif-A3G inh – inhibitors of Vif-APOBEC3G interaction. Q9HC16. HeLa A3G-eYFP + Vif (tagged APOBEC3G with the HIV-1 protein that degrades it), YFP fluorescence, overnight. Potency, µM (doses to about 46.1 µM), for the others: top-dose activity, negative = active, usual class: inhibitors. 410,000 compounds, 0.076% hits;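 note: potency is the fitted concentration of half-maximal effect; % is set by controls: 0 for no effect and ±100 for the full control effect; nearly all actives have a fitted effect of over 60% in size; hits raise eYFP signal because A3G escapes Vif-driven loss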
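Read-out is eYFP fluorescence (Ex 488/Em 500-530) from Vif-expressing HeLa A3G-eYFP cells; more signal means A3G escaped Vif-mediated degradation. Cells plated overnight, compound pinned in, incubated overnight at 37 deg C.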
D2 potentiator – positively modulates the human D2 dopamine receptor allosterically | HEK293 T-REx D2, calcium flux, EC20 dopamine potentiation | potentiation, % at 10 µM | 340,000 compounds, 0.34% hits | AID 485347;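 active = potentiation over 3 SD above the plate norm, cut at about 30% in these data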; note: 0% is about no effect
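Tetracycline-induced Hek293 Trex D2 cells, force-coupled to calcium, loaded with no-wash calcium dye. Compound added with 180 s kinetic read for agonism, then EC20 dopamine and a further 180 s read for potentiation.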
Glioma ERSR ind – ER stress response induction in glioma; 420,000 compounds, 0.02% hits; Potency, µM, without a hit: top-dose activation, actives largely listed as activators; U87-MG GRP78 promoter luciferase reporter, 16 h; note: potency is the fitted concentration of half-maximal effect; series mostly up to about 76 µM; % of control where 0% means no effect; nearly all actives have a fitted effect of over 35% in size
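Stably transfected U87-MG glioma cells carrying a GRP78-based luciferase sensor; 16 h compound incubation. Luminescence end-point read 10 min after Bright-Glo addition at room temperature.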
RXFP1 antagonist – RXFP1 (human) relaxin receptor antagonism; HEK293-RXFP1, relaxin-stimulated cAMP HTRF, 30 min; hits give low values; Q9HBX9; activity change, negative = inhibition, % at 57.5 µM; 350,000 compounds, 0.59% hits;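 active = activity change of -60% or lower, but not beyond a set lower limit; inconclusive = change between -60% and -40%, or beyond the set limit; inactive = change above -40%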; note: % is set by controls: 0 for no effect and ±100 for the full control effect
D1 agonist – activates the human D1 dopamine receptor; 360,000 compounds, 1% hits; AID 504660; P21728; HEK293 T-REx D1 cells, calcium flux, agonist mode; activation, % at 2 µM; in the data active = activation above about 30%; note: 0% is about no effect
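Inducible HEK293 T-REx D1 cells, force-coupled to calcium signalling, were plated at 4000 cells/well with tetracycline and held overnight at 30 C. After no-wash calcium dye loading, compound-evoked calcium rise over 180 s flagged agonists.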
D1 PAM – enhances dopamine response at the human D1 receptor; P21728; HEK293 TREx D1 cells, calcium flux, dopamine EC20 potentiation; potentiation, % at 10 µM; 360,000 compounds, 0.036% hits; AID 504651; in the data active = potentiation above about 30%; note: 0% is about no effect
* hit, by the source's call; ? = inconclusive; · = not tested or not shown. Unless noted, calls come from the whole dose curve; as a rule, active = well fitted curve in the direction sought with a large enough effect; inconclusive = small, poorly fitted or top-dose-only effect, or another doubt; inactive = no such curve, though single readings can be large; an effect the other way counts as inactive or inconclusive. Only part of the results is shown; the hit share may differ from the screen's.

Molecule	Vif-APOBEC3F blk	RXFP1 ag	D1 antag	Vif-A3G inh	D2 potentiator	Glioma ERSR ind	RXFP1 antagonist	D1 agonist	D1 PAM
CC1(N=Cc2cc(Cl)ccc2O)COP(=O)(Nc2ccccc2)OC1 (configuration not stated)	0%	·	·	-2%	·	-3%	-10	·	·
Cc1ccc(NC(=O)CCC(=O)c2ccc(F)cc2)cc1Cl	·	1.3%	4	0%	-3	-6%	-12	3	-3
CCC1NC(=O)c2cccnc2-n2c1nc1cc(C)cc(C)c1c2=O (configuration not stated)	-4%	·	·	-6%	·	0%	3	·	·
COc1cccc(/C(O)=C/c2nc3ccc(C(=O)NCCc4cccc(C)c4)cc3[nH]c2=O)c1	?	0.3%	-41*	5.6µM*	-1	1%	3	46*	-8
COCCCNC(=O)c1ccc2c(c1)OCO2	-1%	-0.7%	-2	2%	-12	2%	-5	5	-1
Cc1csc2ncc(C(=O)Nc3ccc4c(c3)OCCO4)c(=O)n12	-4%	7.9%	7	-1%	3	-1%	·	-1	-6
COc1cc(O)c(/C=N/NC(=O)c2ccncc2)c(OC)c1[N+](=O)[O-]	-14%	2.4%	1	-1%	-6	-1%	-5	3	-4
COc1ccc(C2=COc3ccccc3C(=O)N2)cc1	-5%	2.6%	-2	-3%	2	3%	-12	2	-2
Cc1cc2c(=O)[nH]c(Cc3ccccc3)nc2s1	-1%	2.6%	-41*	-3%	-3	-1%	-8	0	-6
CCOc1ccccc1NC(=O)c1ccc2c(c1)C(=O)N(CC1CCCO1)C2=O (configuration not stated)	2%	11%	-26	1%	-4	-2%	-5	6	-1
N#Cc1cc(-c2ccc(Cl)cc2)cnc1Sc1ccccc1	0%	5.5%	·	1%	·	1%	15	·	·
Cc1cc(C)c(NC(=O)CN2C(=O)c3cccnc3Oc3ccc(Cl)cc32)c(C)c1	?	-0.4%	8	-9%	·	-1%	2	-2	4
CSc1nc(=O)n(-c2ccccc2)c(C)c1C(C)=O	-4%	0.7%	4	4%	-4	0%	-5	2	-2
O=C(NCC(=O)N(c1ccccc1)C(C(=O)NC1CCCC1)c1ccncc1)c1cccs1 (configuration not stated)	-12%	-1.0%	-1	6%	12	-3%	-11	2	-5
Cc1cc(-c2ccccc2)c(C#N)c(N)n1	0%	3.6%	-13	-6%	·	-6%	-4	1	-5
CCS(=O)(=O)C1=NN2C(=N)/C(=C\c3ccc(OC(=O)c4ccco4)c(OC)c3)C(=O)N=C2S1	?	1.2%	-33*	0%	·	-1%	2	4	5
COCCN(CC(=O)Nc1ccccc1C(F)(F)F)C(=O)/C=C/c1cc(Cl)c2c(c1)OCCO2	2%	·	·	-5%	·	-1%	4	·	·
COCCNC(=O)Cn1nc(-c2ccc(Cl)cc2)c2ccccc2c1=O	-7%	?	21	2%	-4	-10%	22	3	-2
Cc1cc(OCC(=O)NCCN2CCOCC2)cc(C)c1Br	-2%	0.3%	14	-8%	11	-1%	-23	3	-2
CCC1CCCCN1CC(=O)c1c(C)[nH]c2ccc(OC)cc12 (configuration not stated)	-7%	0.1%	0	1%	-5	-5%	-2	1	0
COc1ccc2cc(C3=CC(=O)CC(C)(C)C3=O)ccc2c1	-6%	·	·	-9%	·	-6%	9	·	·
COc1ccc(C(=O)NCCc2ccc(C)cc2)cc1OC1CCN(C(C)=O)CC1	1%	-3.4%	7	0%	17	0%	-11	-1	-4
C=CCNCCCOc1ccc(Cl)cc1Br	3%	0.0%	16	1%	-26	-1%	·	14	-3
O=C1c2ccccc2C(=O)C1(CO)c1ccc(OC(F)F)cc1	-6%	1.7%	-4	2%	-4	1%	0	3	-7
CCOC(=O)N1CCN(C(=O)CSCc2ccccc2)CC1	6%	0.5%	9	-1%	·	1%	23	2	-5
Cc1ccc(S(=O)(=O)N(C)C)cc1NC(=O)Nc1ccccc1F	16%	-0.4%	-43*	0%	-27	1%	-5	5	-11
COc1cccc(NC(=O)c2cc3c(-c4ccc(Cl)cc4)nn(C)c3s2)c1	1%	1.2%	-15	1%	10	-2%	-20	12	3
C=CCSc1nnc(-c2ccc(Cl)cc2Cl)o1	-1%	2.6%	10	-4%	-16	2%	3	4	5
O=C(Nc1nc(-c2ccc(Cl)cc2)cs1)c1cccnc1	-2%	-3.6%	-3	7%	-6	-5%	-3	0	-1
CCOc1cc(OCC)cc(C(=O)Nc2cccc(-c3nc4ccccc4[nH]3)c2)c1	-24%	-0.4%	-38*	-20%	3	-10%	-6	1	-3

The list continues:
Molecule	Vif-APOBEC3F blk	RXFP1 ag	D1 antag	Vif-A3G inh	D2 potentiator	Glioma ERSR ind	RXFP1 antagonist	D1 agonist	D1 PAM
CCN(C(=O)COC(=O)C(c1ccccc1)c1ccccc1)c1c(N)n(Cc2ccccc2)c(=O)[nH]c1=O	0%	·	·	1%	·	-3%	-5	·	·
CCOc1cc(C#N)c(NC(=O)c2ccco2)cc1OCC	-7%	-0.5%	5	?	1	-5%	-1	2	-7
CC(Oc1ccccc1)C(=O)Nc1c2c(nn1-c1ccccc1)CS(=O)(=O)C2 (configuration not stated)	4%	1.9%	-3	-1%	2	-4%	-6	1	0
O=C(/C=C/c1ccccc1)Nn1cnnc1	0%	1.2%	11	2%	-7	-1%	12	1	-1
COC(=O)Cc1cc(=O)n(-c2nc3ccccc3s2)[nH]1	0%	-0.5%	-17	-4%	7	-7%	-8	7	-7
CCCN(C(=O)CSc1nnc(N)s1)c1c(N)n(Cc2ccccc2)c(=O)[nH]c1=O	-1%	·	·	0%	·	-4%	1	·	·
Cc1ccc(C(=O)COC(=O)c2c(C)cc(=O)oc2C)cc1[N+](=O)[O-]	0%	5.0%	-5	-1%	18	-3%	0	3	-2
COc1ccc(OCC(=O)OCC(=O)Nc2ccc(S(=O)(=O)N3CCCCC3)cc2)cc1	0%	0.1%	-16	-3%	0	-6%	-3	6	-2
CC(C)n1cnc2cc(NCc3ccccc3O)ccc21	-4%	-1.3%	5	0%	-5	5%	-21	9	-6
CCCC(=O)Nc1ccc(Cl)c(NC(=O)c2ccc(Br)o2)c1	-6%	0.7%	11	-3%	-5	-3%	-16	0	-8
COC(=O)c1cccc(NC(=O)/C(=C\c2ccco2)NC(=O)c2ccco2)c1	-16%	·	·	-12%	·	1%	1	·	·
Cc1sc2ncnc(OCC(=O)Nc3ccc4c(c3)OCCO4)c2c1C	2%	2.2%	8	-2%	-1	-2%	·	1	9
Oc1ccc(C=Nc2ccc3ncccc3c2)c(O)c1	·	1.1%	-3	·	-2	·	·	3	1
Brc1ccccc1-c1nc(-c2ccccc2)no1	·	1.8%	16	·	27	·	·	4	-1
COc1ccc(C(=O)NC(C)c2ccc(-n3ccnc3)cc2)cc1S(=O)(=O)N1CCOCC1 (configuration not stated)	-29%	0.5%	9	-2%	-4	-5%	-18	3	-2
COc1ccc(OC)c(N/C(=N/c2nc(C)cc(C)n2)NC(C)=O)c1	-3%	6.0%	-6	0%	-1	-4%	·	1	-5
Cc1noc(-c2ccc(N3CCCCC3C)c([N+](=O)[O-])c2)n1 (configuration not stated)	-10%	2.3%	-1	4%	6	4%	·	25	-2
CCOC(=O)N/N=C/c1cccc(Cl)c1Cl	-16%	-0.1%	10	-12%	-10	2%	-15	-1	-2
O=C(Nc1nccs1)Oc1ccccc1	4%	-0.1%	-1	4%	·	0%	-3	3	-6
CCC(C)C(NC(=O)c1ccccc1NC(=O)c1ccccc1)C(=O)O (configuration not stated)	3%	0.6%	-7	2%	-5	-4%	13	2	2
O=C(COc1ccccc1)Nc1cccc(S(=O)(=O)N2CCCC2)c1	-19%	-1.2%	0	1%	4	-3%	-7	1	-6
CCn1c(C)nc2cc(C(=O)NNC(=S)Nc3ccccc3OC)ccc21	-21%	0.7%	3	0%	5	4%	0	3	-6
Nn1c(SCC(=O)Nc2ccccc2F)nnc1-c1cccnc1	-5%	1.1%	-4	-3%	8	-4%	-8	0	-1
C/C(=N\n1c(C)cc(C)c(C#N)c1=O)c1cccs1	10%	1.1%	·	0%	·	-3%	-4	·	·
COc1ccc(S(=O)(=O)N/N=C\c2ccc3c(c2)OCO3)cc1	0%	3.2%	-14	-4%	7	-2%	-4	3	0
Cc1ccc(S(=O)(=O)N(C)c2ccc(C(=O)NCC(c3ccco3)N(C)C)cc2)cc1 (configuration not stated)	-8%	0.4%	4	2%	-11	-6%	-4	2	2
Cc1ccc(C(=O)Nc2ccc(C(=O)O)cc2)cc1S(=O)(=O)Nc1ccccc1	0%	0.5%	1	0%	-3	0%	5	1	2
O=C(/C=C/c1cccc(F)c1)c1ccc(N2CCOCC2)cc1	4%	1.4%	-17	-22%	-4	-2%	-26	22	-7
CCOC(=O)c1c(C)nc2sc3c(=O)n(-c4ccc(C(C)=O)cc4)cnc3c2c1-c1ccc(Cl)cc1	-6%	2.3%	13	1%	14	-3%	-2	2	2
